# GoLoco inh red: RGS12 GoLoco-Gai1 interaction inhibition; Gai1:RGS12 GoLoco peptide FP, rhodamine, 10 min; 230,000 compounds, 0.44% hits; Potency, µM (titrated, usually from 61.6 µM), for the others: at the highest dose activity, negative = inhibition, usual class: inhibitors; P63096; active = well fitted inhibition curve with a large enough effect, not every such curve was filed as active; inactive = no such curve, though single readings can be large or run the other way; also: % is scaled to controls: 0 for no effect and ±100 for the full control effect; nearly all actives have a fitted effect of over 30% in size; many of its hits are not listed in these tables
# Target sequence (P63096 whole entry, looked up): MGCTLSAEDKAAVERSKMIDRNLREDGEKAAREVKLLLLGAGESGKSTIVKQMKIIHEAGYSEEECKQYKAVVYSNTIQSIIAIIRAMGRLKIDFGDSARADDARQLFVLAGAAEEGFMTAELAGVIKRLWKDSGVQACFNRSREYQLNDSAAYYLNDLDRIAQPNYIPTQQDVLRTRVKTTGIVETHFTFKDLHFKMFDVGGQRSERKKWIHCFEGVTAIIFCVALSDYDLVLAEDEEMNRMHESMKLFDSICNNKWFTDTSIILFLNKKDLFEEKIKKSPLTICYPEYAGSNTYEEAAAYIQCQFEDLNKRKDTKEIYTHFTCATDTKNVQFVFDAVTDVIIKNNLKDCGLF
# aGal spleen mod: inhibitors or activators of human alpha-galactosidase in spleen homogenate. Potency, µM (highest dose often 80 µM), for inactives: at the top dose activity change, negative = inhibition, usual class: inhibitors. human spleen homogenate, 4MU-alpha-Gal fluorescence, 40 min. AID 2107. P06280. 240,000 compounds, 0.008% hits;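 also: 0% = enzyme with vehicle and -100% = no enzyme basal signal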
#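 Spleen homogenate 1 ug + cpd (titration) + 4-MU-alpha-D-galactopyranoside 1 mM; 37C 40 min; 50 mM citrate/phosphate pH 5.0, 0.01% Tween-20; stop pH 10; fluorescence 365/440; AC50 via Hill.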
# SMN2 splice up: increases expression of the SMN2 splice variant | AID 1458 | Potency, µM (highest dose often 46.1 µM), without a hit: top-dose activity change, positive = activation, hits mostly activators | HEK293 SMN2-luciferase splicing reporter, luminescence, 30-36 h | 210,000 compounds, 2.8% hits; also: % of control where 0% means no effect; nearly all actives have a fitted effect of over 55% in size
#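 HEK293 cells carry an SMN2 […]–luciferase reporter in which exon 7 inclusion puts luciferase in frame. Cells were plated 10-12 h before compound addition, then incubated 30-36 h at 37C. ONE-Glo luminescence was read; sodium butyrate at 4.5 mM final served as control.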
# GAA inh: blocks human lysosomal alpha-glucosidase; purified human GAA, 4-MU-alpha-glucoside fluorescence; Potency, µM (doses to about 76.9 µM), for inactives: at the highest dose activity change, negative = inhibition, actives largely listed as inhibitors; 200,000 compounds, 0.005% hits; AID 1466;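 also: plate controls were uninhibited enzyme wells for no effect and no-enzyme background for full effect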
#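 Compounds are titrated up to 77 uM against 4 nM human enzyme. Substrate 4-methylumbelliferyl-alpha-D-pyranoside (400 uM) reacts 20 min at room temperature in pH 5.0 buffer; liberated 4-methylumbelliferone is read at 440 nm.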
# GAA glycogen mod: inhibitors or activators of human alpha-glucosidase glycogen cleavage; recombinant GAA, glycogen substrate, Amplex Red glucose oxidase fluorescence; Potency, µM (top dose mostly 76.4 µM), for the others: at the highest dose activity change, negative = inhibition, usual class: inhibitors; 300,000 compounds, 0.38% hits; P10253;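 also: 0% = full enzyme reaction and -100% = no-enzyme basal signal; the screen sought inhibitors and activators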
#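 Recombinant human alpha-glucosidase (4 nM final) hydrolysed bovine liver glycogen (30 ug) for 40 min at 37 C in pH 5.0 citrate/phosphate with 0.01% Tween-20. Released glucose detected by glucose oxidase/Amplex Red, Ex 573/Em 610 nm. Compounds up to 77 uM; AC50 from Hill fits.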
# ALDH1A1 inh: blocks purified human ALDH1A1 activity; AID 1030; Potency, µM (highest dose often 75.3 µM), without a hit: at the top dose activity, negative = inhibition, usual class: inhibitors; Purified ALDH1A1, NADH fluorescence, propionaldehyde substrate; 220,000 compounds, 7.3% hits; active = well fitted inhibition curve with a large enough effect, not every such curve was filed as active; inconclusive = small, poorly fitted or top-dose-only effect, or another doubt; inactive = no such curve, though single readings can be large or run the other way;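 also: plate controls were no enzyme wells and a reference inhibitor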
# JMJD2E inh: inhibitors of human JMJD2E histone demethylase | 230,000 compounds, 1.6% hits | Potency, µM (highest dose often 57.1 µM), for inactives: at the highest dose activity change, negative = inhibition, hits mostly inhibitors | B2RXH2 | JMJD2E catalytic domain, FDH-coupled NADH fluorescence (FDH is formaldehyde dehydrogenase); active = well fitted inhibition curve with a large enough effect, not every such curve was filed as active; inconclusive = small, poorly fitted or top-dose-only effect, or another doubt; inactive = no such curve, though single readings can be large or run the other way;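 also: 0% = wells with enzyme and -100% = buffer wells without enzyme; nearly all actives have a fitted effect of over 50% in size; many of its hits are not listed in these tables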
# Target sequence (B2RXH2 1-337 limits assumed): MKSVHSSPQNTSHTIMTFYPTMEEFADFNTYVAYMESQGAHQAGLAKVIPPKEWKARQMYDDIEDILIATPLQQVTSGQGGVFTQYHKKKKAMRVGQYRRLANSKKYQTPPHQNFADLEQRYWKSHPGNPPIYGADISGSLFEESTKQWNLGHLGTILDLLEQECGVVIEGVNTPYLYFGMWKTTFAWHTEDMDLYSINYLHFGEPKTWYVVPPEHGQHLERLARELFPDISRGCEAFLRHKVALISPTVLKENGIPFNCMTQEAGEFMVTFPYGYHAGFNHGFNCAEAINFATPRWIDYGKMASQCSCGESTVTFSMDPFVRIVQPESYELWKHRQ
# GAA spleen mod: inhibitors or activators of human alpha-glucosidase in spleen homogenate. P10253. human spleen homogenate, 4-MU-alpha-glucoside fluorescence. Potency, µM (titrated, usually from 79.9 µM), for inactives: top-dose activity change, negative = inhibition, most hits filed as inhibitors. 240,000 compounds, 0.006% hits. AID 2112;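 also: 0% = enzyme with vehicle and -100% = no enzyme basal signal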
#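 Enzyme source: human spleen homogenate, 1 ug/well. Buffer 50 mM citric acid/K phosphate pH 5.0, 0.01% Tween-20. 4-MU-alpha-glucoside 1 mM; 37 C x 40 min; NaOH/glycine stop; fluorescence.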
# * marks the source's active call; other numbers are inactive results; u = inconclusive; x = no result given; [ ] = dose if it differs, or a comment. Unless noted, calls follow the shape of the dose curve; as a rule, active = well fitted curve in the direction sought with a large enough effect; inconclusive = small, poorly fitted or top-dose-only effect, or another doubt; inactive = no such curve, though single readings can be large; an effect the other way counts as inactive or inconclusive. Potency is read from the fitted curve at half-maximal effect. Some of the compounds tested, so the mix of outcomes need not match the whole.
SMILES,GoLoco inh red,aGal spleen mod,SMN2 splice up,GAA inh,GAA glycogen mod,ALDH1A1 inh,JMJD2E inh,GAA spleen mod
COc1ccc(C(=O)/C=C/Nc2ccccn2)cc1,6%,-5%,1.4µM*,-9%,10%,u,u,-5%
COc1cc(/C=N/N2C(C)CCCC2C)cc(Br)c1O (stereo unspecified),-4%,5%,2%,8%,u,u,u,0%
COc1ccc(N2C(=O)CCC(C(=O)NCc3ccccn3)C2c2ccc(OC)c(OC)c2)cc1 (stereo unspecified),-3%,8%,3%,-5%,3%,8%,4%,-2%
NNC(=O)c1cccc(COc2ccccc2Br)c1,2%,3%,13µM*,-3%,u,3.5µM*,18%,-1%
Cc1ccc(NC(=O)Cc2ccc([N+](=O)[O-])cc2)c(Br)c1,170%[activator],-7%,10%,-3%,12%,-5%,-15%,-17%
CSc1nn(-c2ccc(C(=O)OC(C(=O)NC(N)=O)C(C)C)cc2)c(=S)s1 (stereo unspecified),8%,-8%,-7%,u,-1%,2%,-32%,-6%
CCN1CCN(CCCN(Cc2ccco2)C(=S)Nc2cccc(Cl)c2C)CC1,5%,-6%,-7%,3%,2%,10%,-1%,2%
CC(=O)OCCn1c2nc(=O)[nH]c(=O)c-2nc2cc(C)c(C)cc21,14µM*,-1%,x,-15%,6%,1%,2.8µM*,-9%
Cc1ccc(NC(=O)N2CCN(c3ccccn3)CC2)cc1,10%,4%,-23%,0%,-4%,u,u,2%
CCN(Cc1ccccc1)C(=O)/C=C/c1ccccc1[N+](=O)[O-],-5%,-5%,10%,7%,6%,u,4%,-3%
Cc1ccc(-n2c(SCC(=O)N/N=C/C=C/c3ccccc3[N+](=O)[O-])nc3ccccc3c2=O)cc1,2%,-4%,0%,-20%,9%,u,5%,3%
COc1ccc(OC)c(-c2nc3cc4ccccc4cc3nc2-c2ccccc2)c1,3%,0%,-1%,-5%,-4%,-9%,-2%,-5%
CCN(CCNC(=O)Nc1ccc(Cl)cc1)c1ccccc1,2%,9%,-83%[inhibitor],u,-20%,6%,4%,-1%
O=C(OCn1nnc2ccccc2c1=O)c1cc(-c2ccccc2)nc2ccccc12,5%,-5%,23%,-4%,-7%,u,u,0%
O=C(Cn1cnc2ccccc2c1=O)Nc1ccc(-c2nnc3n2CCCCC3)cc1,11%,-9%,-14%,1%,2%,14µM*,-7%,-8%
CCc1cccc(NC(=O)CSC2=NS(=O)(=O)c3ccccc32)c1,-32%,4%,-6%,-33%,-14%,u,4%,3%
Cn1nc(C(=O)N2CCN(C(c3ccccc3)c3ccccc3)CC2)c2ccccc2c1=O,-8%,-1%,x,-6%[15.4 µM],-11%,u,-28%,-2%
CC(NC(=O)COC(=O)Cn1cnc2ccccc2c1=O)C1CC2CCC1C2 (stereo unspecified),8%,-3%,4%,-31%,1%,3%,4%,-7%
CCOc1ccc(S(=O)(=O)N(C)c2ccc(OCC(=O)Nc3ccc4[nH]c(=O)[nH]c4c3)cc2)cc1,-2%,4%,3%,-8%,-8%,u,1%,7%
Cc1cc(NC(=O)CO/N=C/c2ccc3c(c2)OCO3)ccc1Br,-2%,1%,-7%,15%,29%,13%,-2%,8%
COc1ccc2c(c1)N1CCN=C1N2C,0%,-3%,16%,-3%,3%,-2%,0%,1%
Cc1nn2c(-c3ccncc3)nnc2c2ccccc12,0%,-12%,u,1%,-6%,-2%,-4%,-9%
C=CCOC(=O)/C(=C\c1cccc2ccccc12)NC(=O)c1ccccc1,1%,-5%,-17%,0%,-6%,5%,-3%,-2%
CCCC(c1nnnn1Cc1ccc(F)cc1)N1CCN(C)CC1 (stereo unspecified),20%,-5%,-15%,u,21%,-8%,u,-5%

# An excerpt from above in order of their number in ALDH1A1 inh, low to high.
SMILES,GoLoco inh red,aGal spleen mod,SMN2 splice up,GAA inh,GAA glycogen mod,ALDH1A1 inh,JMJD2E inh,GAA spleen mod
CCCC(c1nnnn1Cc1ccc(F)cc1)N1CCN(C)CC1 (stereo unspecified),20%,-5%,-15%,u,21%,-8%,u,-5%
Cc1nn2c(-c3ccncc3)nnc2c2ccccc12,0%,-12%,u,1%,-6%,-2%,-4%,-9%
C=CCOC(=O)/C(=C\c1cccc2ccccc12)NC(=O)c1ccccc1,1%,-5%,-17%,0%,-6%,5%,-3%,-2%

# Later entries.
SMILES,GoLoco inh red,aGal spleen mod,SMN2 splice up,GAA inh,GAA glycogen mod,ALDH1A1 inh,JMJD2E inh,GAA spleen mod
O=C(O)CCCNC(=O)OCc1ccccc1,-4%,5%,11%,-6%,0%,8%,-5%,-1%
N#Cc1ccccc1OCC(=O)NCC1(N2CCCCC2)CCCCC1,0%,4%,22%,-11%,-4%,0%,-9%,-12%
COc1ccc(NC(=O)CCCCC#Cc2ccccc2)cc1,2%,5%,-8%,x,x,u,-6%,-2%
COC(=O)[C@@]1(Cc2ccc(OC)cc2)[C@H]2c3cc(C(=O)N(C)C)n(C)c3C[C@H]2CN1C(=O)c1ccccc1,3%,-2%,25%,x,x,-6%,-1%,-18%
C1CCN=C(Nc2nn[nH]n2)CC1,-3%,-1%,21%,-18%,5%,12%,4%,-13%
Cc1ccc(Cn2cc(S(=O)(=O)c3ccc(Cl)cc3)c(=O)c3cc(F)ccc32)cc1,-5%,-6%,1%,-7%,11%,-2%,-3%,-8%
COc1ccccc1OCCn1cc(/C=N/NC(=O)c2ccncc2)c2ccccc21,11%,5%,x,x,-2%,x,-9%,-1%
CC1CC2OC(=O)C3(C)CCCC(C)(C23)C1(O)CCc1ccoc1 (stereo unspecified),3%,-10%,x,x,-7%,x,-4%,2%
COc1ccccc1NC(=O)CN1CCN(CC(=O)Nc2ccc(Cl)c(C(F)(F)F)c2)CC1,4%,11%,-38%[inhibitor],-2%,-9%,u,-2%,-12%
O=C(COc1ccccc1)NCC(=O)N/N=C/c1ccc(O)cc1O,7%,18%,x,x,-14%,x,14µM*,-8%
COc1ccccc1/C=N/Nc1cc(C)nc(N2CCOCC2)n1,-1%,-5%,x,x,-64%,x,x,7%
COc1ccc(CC(=O)NCC2COc3ccccc3O2)cc1 (stereo unspecified),14%,-24%,-8%,u,-8%,u,-22%,-2%

# In the list so far, 4 contain a Cl atom.
SMILES,GoLoco inh red,aGal spleen mod,SMN2 splice up,GAA inh,GAA glycogen mod,ALDH1A1 inh,JMJD2E inh,GAA spleen mod
CCN1CCN(CCCN(Cc2ccco2)C(=S)Nc2cccc(Cl)c2C)CC1,5%,-6%,-7%,3%,2%,10%,-1%,2%
CCN(CCNC(=O)Nc1ccc(Cl)cc1)c1ccccc1,2%,9%,-83%[inhibitor],u,-20%,6%,4%,-1%
Cc1ccc(Cn2cc(S(=O)(=O)c3ccc(Cl)cc3)c(=O)c3cc(F)ccc32)cc1,-5%,-6%,1%,-7%,11%,-2%,-3%,-8%
COc1ccccc1NC(=O)CN1CCN(CC(=O)Nc2ccc(Cl)c(C(F)(F)F)c2)CC1,4%,11%,-38%[inhibitor],-2%,-9%,u,-2%,-12%

# Later entries
SMILES,GoLoco inh red,aGal spleen mod,SMN2 splice up,GAA inh,GAA glycogen mod,ALDH1A1 inh,JMJD2E inh,GAA spleen mod
Cc1ccccc1N1C(=O)c2cccc([N+](=O)[O-])c2C1=O,10%,3%,-4%,9%,-3%,7%,-15%,9%
CCOC(=O)CSC1=C(C#N)C(=O)NC(c2ccc(OC)c(OC)c2)S1 (stereo unspecified),-30%,6%,-18%,1%,u,u,u,2%
O=C(c1ccc(Cl)nc1)N1CCN(S(=O)(=O)c2ccc(Cl)cc2)CC1,7%,-6%,-17%,3%,4%,-5%,-2%,-3%
CCC1S/C(=N/N=C/c2ccco2)N(Cc2ccccc2)C1=O (stereo unspecified),-3%,-3%,x,x,-11%,x,-11%,-5%
COc1ccccc1-c1cc(C(F)(F)F)c(C#N)c(=O)[nH]1,2%,u,5%,u,18%,u,u,20%
Cc1cc(C)nc(SCc2nnc(SCC(=O)Nc3ccc(C)c(C)c3)o2)n1,10%,-3%,7%,-1%,8%,2%,4%,5%
COc1ccc2[nH]cc(CCNc3ccnc(-c4cccc(C#N)c4)n3)c2c1,8%,0%,x,x,x,-4%,x,5%
COC(=O)c1sc2nc(CN3CCOCC3)nc(N3CCOCC3)c2c1C,8%,0%,33%,-4%,-3%,u,u,-2%
CCOC(=O)c1cccc(NC(=O)c2ccco2)c1,13%,-15%,24%,-5%,14%,-2%,3%,0%
O=C(CCN1CCCC1)Nc1ccc(Br)cc1,-8%,-7%,15%,-7%,-8%,-1%,1%,-12%
COc1ccc(CCN(C)c2ncnc3sccc23)cc1OC,-7%,-4%,-44%[inhibitor],7%,-3%,-1%,0%,-1%
CC1CN(CCCOc2ccccc2[N+](=O)[O-])CC(C)O1 (stereo unspecified),34%[activator],-7%,-15%,-15%,1%,-2%,-20%,-6%
COc1ccc(C2C(C(=O)NCc3cccnc3)c3cc(OC)c(OC)cc3C(=O)N2C)cc1 (stereo unspecified),-10%,7%,-10%,1%,-14%,1%,-2%,-10%
C=CCOc1c(CNc2ccc(C(=O)O)cc2)cccc1OCC,13%,-13%,u,-3%,-4%,10%,-5%,-10%
O=C(NN=C(Cc1ccccc1)Cc1ccccc1)c1ccc(F)cc1,0%,-7%,25%,-7%,7%,u,22%,-4%
CC(=O)Nc1ccc(S(=O)(=O)NC2(C(F)(F)F)C(=O)Nc3c2c(=O)[nH]c(=O)n3Cc2ccccc2)cc1 (stereo unspecified),10%,5%,0%,u,6%,-5%,6%,4%
Clc1cccc(-c2nc(NCc3cccnc3)c3ccccc3n2)c1,5%,3%,-1%,u,-4%,1%,-5%,3%

# Screening data: PubChem BioAssay, National Center for Advancing Translational Sciences (NCATS)
